Pf Dd2 growth – blocks in vitro growth of P. falciparum Dd2. P. falciparum Dd2 growth, SYBR Green, 72 h. Potency, µM (series often up to 28.9 µM), inactives show at the highest dose activity, negative = inhibition, most hits filed as inhibitors. hit rate 4.3% among 120,000; active means well fitted inhibition curve with a large enough effect; inconclusive means small, poorly fitted or top-dose-only effect; inactive means no such curve, though single readings can be large or run the other way;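 further: plate controls were DMSO vehicle for no effect and reference drug for full effect; nearly all actives have a fitted effect of over 65% in size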
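Readout: SYBR Green fluorescence, 485 nm excitation, 535 nm emission, after ~16 h lysis at 37C. Before that, Dd2-infected red cells (2.5% hematocrit) grew 72 h with compound, 29 uM top final concentration.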
* = called active by the depositor; i = inactive; ? = inconclusive; [ ] = another dose, or the depositor's remark. Potency means the concentration at half of the fitted maximal effect.

SMILES | Pf Dd2 growth
CN1C[C@H](O)C[C@H]1c1nnc2n1CCN(C(=O)C1CCC1)CC2 | 1%
Cc1ccc(NC(=O)c2oc3ccc(S(=O)(=O)N4CCC5(CC4)OCCO5)cc3c2C)c(C)c1 | ?
COc1ccc(Cl)cc1NC(=O)Cn1c(=O)n(CCCC(=O)NCCc2ccc(OC)c(OC)c2)c(=O)c2ccccc21 | 11µM*
O=C(Cc1cccc(F)c1)N1CCC(Cc2nncn2Cc2ccccc2)C1 (stereo not given) | i
Cc1cc(=O)n(CC(=O)Nc2ccc(C)c(C)c2)c(N2CCC(C)CC2)n1 | i
COc1ccc(C[C@H](NC(=O)C2=C[C@@H](NC(=O)CSCC(=O)O)[C@@H](O)[C@H](O)C2)C(N)=O)cc1 | 17%
Cc1ccc(-c2nnc(C3CN(C(=O)c4ccc(Cl)s4)CC34CCOCC4)o2)cc1 (stereo not given) | ?
C=C[C@H]1CN2CC[C@H]1C[C@@H]2CNC(=O)Nc1ccc(Oc2ccccc2)cc1 | -20%[44.1 µM]
COC[C@@H]1CN(Cc2ccc(F)c(OC)c2)C[C@H]1C(=O)NC1CC1 | ?
COc1ccc(-c2nc3sc(CCNC(=O)c4cc(OC)c(OC)c(OC)c4)c(C)n3n2)cc1 | ?
Cc1cnc(C(=O)N2CCCCCCNC(=O)[C@@H]3CCCC[C@@H]32)cn1 | -10%
COc1ccccc1Nc1nc(C)nc(N)c1S(=O)(=O)c1ccccc1 | i
O=C(Nc1ccccc1)N1Cc2[nH]cnc2C[C@H]1c1nc(-c2ccc3c(c2)OCO3)no1 | i
CC(C)OCCCNC(=O)CC1=C2CCCCC2NC1=O (stereo not given) | -10%
COc1cccc(CNC(=O)[C@@H]2C[C@@H](O)CN2C2CCN(C(=O)c3cc(C)nn3C)CC2)c1 | -3%
Cc1ccc(N2CC(NC(=O)c3ccco3)CC2=O)cc1 (stereo not given) | 0%
Cn1c(Cn2ccnc2)nnc1C1CC(NC(=O)c2ccsc2)C1 (stereo not given) | -9%
COc1ccccc1CNC(=O)Cc1csc2nc(-c3ccc(Cl)cc3)cn12 | -10%
COC(=O)C1=C(C)NC(=O)C1(NC(=O)c1ccc(Cl)cc1)C(F)(F)F (stereo not given) | 15%
CCc1ccc2ncc3c(-c4ccc(F)cc4)nn(CC(=O)NC4CCCCC4)c3c2c1 | 11%
CCn1c(Cn2ccnc2C)nnc1C1CCN(C(=O)CCN)CC1 | 6%
Cc1cc(=O)n2nc(N(C)CC(=O)NCc3cccc(Br)c3)sc2n1 | 31%[activator]
COc1cccc(C(=O)N2C(C(=O)N3CCOCC3)COC23CCN(C(=O)CC(C)(C)C)CC3)c1 (stereo not given) | -5%
N#Cc1ccc(C(=O)NC2CCCN(c3cc(-c4ccc(F)cc4)[nH]n3)C2)cc1 (stereo not given) | -9%
COc1ccc(CNCc2ccc(C)s2)cc1OCC(O)CN1CCCCC1 (stereo not given) | ?
SMILES | Pf Dd2 growth
Nc1cc(N2CCN(Cc3ncc[nH]3)CC(C(=O)O)C2)ncn1 (stereo not given) | -2%
COc1ccccc1NC(=O)Nc1cccc(-c2ccc(N3CCOCC3)nn2)c1 | i
O=C1[C@@H]2C[C@@H](CN2C(=O)C2CC2)Oc2ccccc2N1Cc1cccnc1 | 17%[44.1 µM]
COc1ccc(F)cc1Nc1cnc2ccc(N(C)C)nn12 | ?
Cc1ccc(NS(=O)(=O)c2ccccc2)c(=O)n1CC(=O)NC(C)c1ccccc1 (stereo not given) | i
Cc1cccc2nnc(N3CCN(C(=O)c4ccc(F)c(F)c4)CC3)n12 | -14%
C[S+](=O)([O-])N1CCC(Cn2ccc3c(N4CCOCC4)nc(-c4ccccc4F)cc32)CC1 | 0%
COCCNC(=O)c1ccc(OC2CCN(C(C)CCSC)CC2)c(Cl)c1 (stereo not given) | 11µM*
CCc1ccc(Cn2c(CNS(=O)(=O)c3ccc(Cl)s3)nc3cccnc32)cc1 | 3%
Cc1ccc(-c2cc(C(=O)NCCN3CCN(C)CC3)n(C)c2)cc1 | -15%
C[C@@H]1C(=O)O[C@H]2[C@H]1CC[C@@]1(C)Cc3sc(NC(=O)CN(C)C)nc3[C@@H](C)[C@H]21 | -44%[44.1 µM]
O=C(NCCc1c[nH]c2ccccc12)c1cnc2c(c1)N([S+](=O)([O-])c1cccnc1)CCC2 | i
O[C@@H]1C[C@@H](c2nc(Cc3ccccc3)no2)N(CCCc2ccccc2)C1 | i
CCOC(=O)c1ccc(NC(=O)C2Cc3ccccc3CN2S(=O)(=O)c2ccc(Cl)cc2)cc1 (stereo not given) | ?
O=C(NCc1nnc2c(-c3nc(C4CC4)no3)cccn12)c1cccc2[nH]ccc12 | ?
CC1=C(C(=O)OC(C)C)C(c2cccc(F)c2)N2C(CC(=O)NCc3ccco3)=CSC2=N1 (stereo not given) | -16%
CC1(C)CNC(=O)c2nc(C3CCCN(Cc4ccccc4)C3)[nH]c2C1 (stereo not given) | ?
COc1ccccc1C(=O)N1[C@H]2CC[C@@H]1c1cnc(C)nc1C2 | 23%
Cc1ccc(NC(=O)CN2C(=O)c3ccccc3Sc3ncccc32)c(C)c1 | -16%
CCn1nccc1C(=O)N1CCCC(c2nnc(Cn3cccn3)n2C)C1 (stereo not given) | 5%
COC(=O)CN1C(=O)C(C)(C)c2cc(S(=O)(=O)Nc3ccc(C(C)C)cc3)ccc21 | 1%
Cc1cn2cc(CNC(=O)c3ccc(CN4CCCN(C)CC4)[nH]c3=O)nc2s1 | -16%
Cc1noc(C)c1-c1nccc2c(=O)cc(N(C)C3CCOCC3)oc12 | -12%[44.1 µM]
Fc1cccc(CN2CCNc3cc(Nc4cccnc4)ncc3C2)c1 | ?
Cc1ccc(CNC(=O)Cn2cccc2C(=O)c2ccccc2C)cc1 | 23%

Some of the entries above, reformatted:
CC1(C)CNC(=O)c2nc(C3CCCN(Cc4ccccc4)C3)[nH]c2C1 (stereo not given)
  Pf Dd2 growth = ?

C[C@@H]1C(=O)O[C@H]2[C@H]1CC[C@@]1(C)Cc3sc(NC(=O)CN(C)C)nc3[C@@H](C)[C@H]21
  Pf Dd2 growth = -44%[44.1 µM]

O[C@@H]1C[C@@H](c2nc(Cc3ccccc3)no2)N(CCCc2ccccc2)C1
  Pf Dd2 growth = i

Cc1ccc(NC(=O)CN2C(=O)c3ccccc3Sc3ncccc32)c(C)c1
  Pf Dd2 growth = -16%

Exported with each value named: 4 of the compounds above.
C=C[C@H]1CN2CC[C@H]1C[C@@H]2CNC(=O)Nc1ccc(Oc2ccccc2)cc1
  Pf Dd2 growth: -20%[44.1 µM]

Cc1ccc(NS(=O)(=O)c2ccccc2)c(=O)n1CC(=O)NC(C)c1ccccc1 (stereo not given)
  Pf Dd2 growth: i

Nc1cc(N2CCN(Cc3ncc[nH]3)CC(C(=O)O)C2)ncn1 (stereo not given)
  Pf Dd2 growth: -2%

COCCNC(=O)c1ccc(OC2CCN(C(C)CCSC)CC2)c(Cl)c1 (stereo not given)
  Pf Dd2 growth: 11µM*

Continued:
SMILES | Pf Dd2 growth
CSc1ccc(CCNC(=O)c2sc3ncccc3c2-n2cccc2)cc1 | -11%
CC1CCC2(CC1)NC(=O)N(CC(=O)Nc1cc(C(F)(F)F)ccc1Cl)C2=O (stereo not given) | i
CCOc1ccc(C(=O)N2CCCN(c3cc(-c4ccc(OC)cc4)[nH]n3)CC2)cc1OCC | i
CCCn1cnc2c1CN(C(=O)c1ccccc1)[C@H](C(=O)OC)C2 | -14%[44.1 µM]
CN1CCN(c2nc3c(c(=O)[nH]2)CCN(Cc2ccc(F)c(Cl)c2)CC3)CC1 | 1%[5.79 µM]
COc1ccccc1NC(=O)Nc1ccc(=O)n2c1[C@@H]1C[C@@H](CN(C3CCN(C)CC3)C1)C2 | 19%
CCOc1ccc(NC(=O)N2CC3CCCN3c3ccccc32)cc1 (stereo not given) | ?
O=C(NCc1ccc(F)cc1)[C@H]1CN2CCC1C[C@@H]2Cn1cc(COc2ccccc2)nn1 (stereo not given in full) | ?
Cc1ccc(NC(=O)Cn2c(-c3ccc(F)cc3)nc(C)c(CCO)c2=O)cc1 | -5%
CN(Cc1nc(-c2ccccn2)no1)C(=O)C1CC2(CCNCC2)CN1 (stereo not given) | -8%
Cc1cccc(-c2cc(C3CCN(C(=O)Nc4ccccc4Cl)CC3)[nH]n2)c1 | ?
CC(C)C1=NOC2(CCCN(C(=O)c3ccccn3)C2)C1 (stereo not given) | 17%[44.1 µM]
Cn1cc(-c2ccccc2Oc2ccccc2)c2nc(CN3CCNC(=O)C3)cn2c1=O | i
O=C(Cc1ccc(F)cc1)N1CCC(c2nn(-c3ccccc3)c(=O)[nH]2)CC1 | i
Cc1ccccc1C(=O)N1C(C(=O)NCc2ccccc2)COC12CCN(C(=O)c1ccco1)CC2 (stereo not given) | -9%
CCN(CC)c1cc2c(cc1F)c(=O)c(S(=O)(=O)c1ccccc1)cn2Cc1ccccc1 | 13µM*
CC(C)N1CCC(OCCCNC(=O)C2Cn3cccc3C(=O)N2)CC1 (stereo not given) | 11%
COc1ccccc1-c1ccnc(N[C@H]2CO[C@H]3[C@@H]2OC[C@@H]3NC(=O)c2ccc(C(F)(F)F)cc2)n1 | ?
Cc1cccc(-c2nccc3c(=O)cc(N4CCN(C)CC4)oc23)c1 | -7%[44.1 µM]
Cc1ccc(-n2c3c(cc(C(=O)Nc4cccc(Cl)c4)c2=O)C(=O)CC(C)(C)C3)cc1 | 11%
Cc1noc(C)c1[S+](=O)([O-])N1CCC2(CC1)C(=O)NN=C2c1ccncc1 | 5%
CCc1cccc(C)c1NC(=O)c1cn2c3c(ccc(Cl)c3c1=O)OC(C)C2 (stereo not given) | -9%
COCCNC(=O)c1cccc2c1CCN2C(=O)C1CC1 | -3%
CC(=O)c1ccc(NC(=O)CCOc2ccccc2)cc1 | 127%[activator]
O=C(O)C1CCc2nnc(C3CCCN([S+](=O)([O-])c4cc(C(F)(F)F)cc(C(F)(F)F)c4)C3)n21 (stereo not given) | 17%
SMILES | Pf Dd2 growth
CC(C)c1ccc(Nc2ncnc3c2c(-c2ccccc2)cn3-c2ccccc2)cc1 | ?
Cn1cc(C(=O)NCc2ccc(Cl)cc2)c(=O)c2cc(S(=O)(=O)N3CCCCCC3)ccc21 | ?
Cc1cn2nc(C(=O)N3CCC(C(=O)NC4CCC(C)CC4)CC3)cc2c(=O)[nH]1 (stereo not given) | 21%
O=C(NC[C@H]1OC[C@@H](NCc2ccccn2)[C@@H]1O)C1CCCC1 | -14%[44.1 µM]
CC(C)NC(=O)[C@H]1CN2CCC1C[C@@H]2Cn1cc(CCO)nn1 (stereo not given in full) | i
CCOC(=O)c1c(NC(=O)COc2cccc(C)c2C)sc2c1CCCCC2 | 69%[activator]
COC1CCN(CC2CCCCCN2C(=O)c2ccccc2F)CC1 (stereo not given) | i
Cn1ccnc1CN1CCC2(CC1)OC(=O)N(Cc1cccnc1)C2(C)c1ccccc1 (stereo not given) | i
Cc1noc(-c2cccn3c(CNC(=O)c4ccccc4)nnc23)n1 | -10%
CCc1nc2c(c(-c3ccc(Cl)cc3)n1)CCN(Cc1ccc(C(F)(F)F)cc1)CC2 | i
Cc1ccc2c(n1)N(C)[C@H](CO)CCN(Cc1ccncc1)C2 | 18%[44.1 µM]
O=C(c1ccsc1)N1CCC2(CCCN(CC3CCC3)C2=O)C1 (stereo not given) | -7%
CCC(C(=O)Nc1cc(-c2cn3cccnc3n2)ccc1C)c1ccccc1 (stereo not given) | i
Cc1ccc2nc(NC(=O)c3ccc(S(=O)(=O)N4CCCc5ccccc54)cc3)sc2c1 | i
O=C1NCCN2CC3(CCN(S(=O)(=O)c4cccnc4)CC3)CC12 (stereo not given) | i
Cc1ccc(C)c(NC(=O)CSc2nccn2-c2cccc(C)c2C)c1 | 3.5µM*
COc1ccc(CNC(=O)c2oc3c(c2C)-c2nn(Cc4ccc(Cl)cc4)cc2CC3)cc1 | i
Cc1onc(-c2cnn(C)c2NCc2ccccc2)c1C(=O)N1CCN(CCO)CC1 | i
COc1cccc(CN2CCC3(CC2)c2[nH]c4ccccc4c2CCN3C)c1 | ?
CCC(=O)OC1=C(C(C)=O)N(Cc2ccccc2)S(=O)(=O)c2ccccc21 | -6%
O=C1CCN(C(=O)CCc2ccccc2)CCCC(CO)CCN1 (stereo not given) | 21%
COc1ccc(O)c(C2CC(=O)Nc3c2c(C)nn3-c2ccc(C)cc2)c1 (stereo not given) | -25%
COc1ccc(S(=O)(=O)NC[C@H]2C[C@@H]3CCN2C[C@@H]3CN(C)c2ccccc2)cc1 | i
CCOc1ccc(CC(=O)N2CCC(Oc3nccnc3N(C)C)C2)cc1 (stereo not given) | 10%
NS(=O)(=O)c1ccc(CNC(=O)Cn2nc3c(cc2=O)CCCC3)cc1 | ?
SMILES | Pf Dd2 growth
Cc1nc(-c2ccc(C(C)N3CCCCC3)cc2)c(Cl)c(=O)[nH]1 (stereo not given) | -18%
O=C(Cn1nc2c(cc1=O)CCCC2)NCc1ccccn1 | 6%
O=C(N[C@@H]1COCC[C@@H]1Oc1ccc(F)cc1)c1cccn2cnnc12 | -9%
CC(=O)Nc1ccc(NC(=O)CCc2nc3cccnc3n2Cc2cccs2)cc1 | -16%
O=C(c1ccc(F)cc1)N1CCCC2(CNc3ccccc3[S+](=O)([O-])N2)C1 (stereo not given) | -6%
OCCN1CCN(C(c2ccccc2Cl)c2sc3nc(-c4ccco4)nn3c2O)CC1 (stereo not given) | -3%
CCOC(=O)c1ccc(NC(=O)CC(=O)Nc2ccc3nc4n(c(=O)c3c2)CCCCC4)cc1 | ?

Screening data: PubChem BioAssay, National Center for Advancing Translational Sciences (NCATS)

Some of the compounds tested. The share of hits here may be higher or lower than overall.
